Xi reactivation = activators of inactive X chromosome reactivation, primary screen, imaging, XiGFP fibroblasts, GFP high-content imaging, set 2; activation, % at 7.58 µM; XiGFP mouse fibroblasts, % GFP-positive cells imaging, 3 d; cells co-treated with 5-aza-dC sensitizer; scaled so ellipticine positive control = 100%; 0.055% of 360,000 active; AID 743238, 2013;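 active means mean normalized replicate activation at least 10% and every replicate at or above 10%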;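 further: 0% = median of on-plate neutral control wells and 100% = ellipticine 6 µM median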
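Material: XiGFP fibroblasts, SV40-immortalized. Buffer or medium: DMEM plus 5-aza-dC sensitizer. Compound: single concentration per compound, delivered by pin transfer. Times: 3 days compound exposure. Controls: ellipticine 6 µM.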
S100A4 MyoIIA = inhibitors of S100A4-myosin IIA peptide binding, primary screen, biochemical, fluorescence polarization, TAMRA-MyoIIA peptide | Protein S100-A4 (Homo sapiens), P26447 | inhibition, % at 10.7 µM | 0.14% of 360,000 active | AID 652163, 2013;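 active means mean inhibition of at least 70% across replicates, with every replicate also reaching that level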
Target sequence (P26447 whole entry, looked up): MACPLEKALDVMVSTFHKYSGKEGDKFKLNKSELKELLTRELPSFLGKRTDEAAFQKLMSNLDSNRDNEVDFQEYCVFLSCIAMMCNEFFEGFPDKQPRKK
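Compound dosing: one dose per compound; test system: human S100A4 monomer with TAMRA-labelled myosin IIA peptide; probe or stimulus: TAMRA-labelled myosin IIA heavy-chain peptide probe, 5 nM; medium: HEPES buffer with Ca2+, pH 7.2; schedule: 5 min incubation before reading; benchmarks: neutral control DMSO, positive control TFP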
ERAP1 HTS inh = human ERAP1 aminopeptidase inhibitors, primary screen, biochemical, single point, plate reader. Endoplasmic reticulum aminopeptidase 1 (Homo sapiens), Q9NZ08. recombinant ERAP1, Leu-AMC fluorescence, 60 min. inhibition, % at 10.7 µM. 0.15% of 340,000 active;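 active means mean replicate inhibition of at least 30%, or all replicates individually reaching that 30% level; inactive means mean below 30% and not every replicate reaching it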;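 further: 0% = neutral control wells and 100% = L-leucinethiol positive control wells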
esBAF inh = Bmi1 luciferase reporter increase in mESCs, primary screen, esBAF inhibitor project, mouse ES cells, Bmi1 luciferase knock-in, single point; 24 h; 100% = twice the neutral-well signal; reporter increase, % at 12.5 µM; 2% of 350,000 active; AID 602393, 2012; in the data active means activation above about 40%;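 further: 0% = median of the plate's neutral control wells and 100% = double that signal; a rise in the Bmi1 reporter signal indicates esBAF inhibition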
RAD54 branch = inhibitors of human RAD54 branch migration, primary screen, biochemical, fluorescence, single point. DNA repair and recombination protein RAD54-like (Homo sapiens), Q92698. RAD54 Holliday junction branch migration, FAM/BHQ fluorescence. inhibition, % at 10.4 µM. 0.14% of 360,000 active. AID 602329, 2012;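 active means mean normalized replicate activity at least 40 and at least half of replicates scoring 40 or more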;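 further: 0% = median of neutral control wells and 100% = median of positive control wells; inhibitors cause a drop in the FAM fluorescence signal; in these data hits start at about 50%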
ERp5 inh = inhibitors of ERp5-driven insulin aggregation, primary screen, biochemical, turbidity, absorbance 650 nm, single point; Protein disulfide-isomerase A6 (Homo sapiens), Q15084; 90 min; inhibition, % at 9.99 µM; 0.05% of 350,000 active; AID 651711, 2012;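 active means mean replicate inhibition above about 25%, with every replicate also reaching it, limit read from the data, passing the limit was not always enough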
RAD52 inh = RAD52 DNA annealing inhibitors, primary screen, biochemical, FRET, single point, set 2; DNA repair protein RAD52 homolog (Homo sapiens), P43351; recombinant RAD52 DNA annealing, FRET fluorescence; inhibition, % at 18.7 µM; 0.46% of 360,000 active; AID 651710, 2012;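 active means every replicate showing at least 50% inhibition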
E-sel inducer = E-selectin induction in HUVECs, primary screen, imaging, HUVEC, immunofluorescence imaging, single point | activation, % at 7.58 µM | P16581 | 0.37% of 260,000 active | normalized: neutral wells 0, TNF-alpha wells 100 | AID 686992, 2013;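 active means mean E-selectin-positive cell signal at least 10% of the positive control, reached in at least 60% of replicates, without over 20% cell loss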;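 further: in these data hits start at about 27%; measured in HUVEC primary endothelial cells; signal is the percent of cells scored E-selectin positive by PE staining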
Target sequence (P16581 whole entry, looked up): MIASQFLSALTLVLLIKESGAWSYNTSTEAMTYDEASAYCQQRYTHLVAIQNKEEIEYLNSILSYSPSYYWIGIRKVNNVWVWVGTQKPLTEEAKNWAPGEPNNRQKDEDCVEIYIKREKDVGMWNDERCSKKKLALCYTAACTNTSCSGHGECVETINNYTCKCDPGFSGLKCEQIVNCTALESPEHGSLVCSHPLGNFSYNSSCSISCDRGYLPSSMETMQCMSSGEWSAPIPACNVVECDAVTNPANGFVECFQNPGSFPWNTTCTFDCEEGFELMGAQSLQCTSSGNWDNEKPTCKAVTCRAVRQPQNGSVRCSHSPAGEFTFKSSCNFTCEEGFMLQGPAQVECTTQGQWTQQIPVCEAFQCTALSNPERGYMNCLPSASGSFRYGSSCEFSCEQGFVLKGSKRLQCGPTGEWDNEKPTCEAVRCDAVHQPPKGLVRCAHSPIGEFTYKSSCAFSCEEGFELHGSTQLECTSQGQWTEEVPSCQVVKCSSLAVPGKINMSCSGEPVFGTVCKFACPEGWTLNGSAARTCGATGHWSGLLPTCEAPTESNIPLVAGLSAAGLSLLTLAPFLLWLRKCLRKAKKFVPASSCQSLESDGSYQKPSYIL
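System: HUVEC / Compound: single concentration / Signal: immunofluorescence imaging / Read-out: percent E-selectin-positive cells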
* = called active by the depositor; / = not tested or not shown.

SMILES	Xi reactivation	S100A4 MyoIIA	ERAP1 HTS inh	esBAF inh	RAD54 branch	ERp5 inh	RAD52 inh	E-sel inducer
COc1cc(/C=C2\SC(=Nc3ccccc3)N(Cc3ccco3)C2=O)ccc1OC(C)C(=O)O (configuration not stated)	0.0	-2	11	/	/	-9	-16	-0.5
O=C(C[C@@H]1CC[C@H](NC(=O)CC2CC2)[C@@H](CO)O1)NCc1ccc(Cl)cc1	-0.2	-1	6	-5	3	4	9	-0.1
CCN(CC)c1ccc(S(=O)(=O)N2CCOCC2)cc1NC(=O)c1cc(=O)c2ccccc2o1	0.0	-5	-1	/	/	-1	11	/
C[C@@H]1CN([C@@H](C)CO)C(=O)c2cccc(NC(=O)C3CCCCC3)c2O[C@@H]1CN(C)C(=O)Nc1cccc2ccccc12	0.1	10	2	7	1	-3	-7	-0.3
CCCNC(=S)N1CCC(C(=O)c2ccc3c(c2)OCCO3)CC1	0.0	4	-1	/	/	5	-17	/
COc1cc(OC)cc(C(=O)N[C@H](C(=O)OCn2nnc3ccccc3c2=O)C(C)C)c1	0.0	-1	-4	7	1	2	-32	2.4
CCOc1ccc(OCCNC(=O)c2cc(C3CC3)nc3c2cnn3C(C)C)cc1	-0.1	0	3	-1	2	-1	2	/
Cc1ccc(S(=O)(=O)Nc2ccc3c(c2)C(=O)N([C@@H](C)CO)C[C@H](C)[C@@H](CN(C)C(=O)CCC(F)(F)F)OCCCC[C@H](C)O3)cc1	0.0	-9	5	-6	-5	-4	21	/
Cc1cc(F)cc(-c2cc(C(=O)NCc3cccc(Cl)c3)[nH]n2)c1	0.1	-2	-4	13	-12	1	-5	0.0
Cc1cc(OCC(=O)N(C)C2CCCCC2)ccc1Cl	0.0	-5	-3	4	-4	0	-3	/
CC(=O)N1c2c(cc(Br)cc2S(=O)(=O)Nc2c(C)n(C)n(-c3ccccc3)c2=O)CC1C (configuration not stated)	0.0	3	-4	/	/	1	-12	1.6
CC(C)=Cc1c(O)nc2ccccn2c1=O	0.0	4	15	/	/	1	-7	/
c1ccc(-c2cc(-c3ccccc3)n3ncnc3n2)cc1	0.0	8	-3	/	/	0	-2	4.3
CC(C)OC(=O)CN1CCN(c2ccc(Cl)cc2)CC1	0.0	-1	-1	2	-2	-4	-3	-0.1
Cc1ccc(OCC(=O)OCC(=O)N2c3ccccc3CC2C)cc1C (configuration not stated)	-0.1	0	4	-3	2	-1	-2	/
S=C(Nc1ccccc1Cl)NC1CC2CCCC(C1)N2C1CC1 (configuration not stated)	0.1	3	0	/	/	12	-9	/
Cc1cccc(S(=O)(=O)N2CCCCN3[C@H](C2)[C@H](c2ccc(C#C[C@@H](C)O)cc2)[C@@H]3CO)c1	0.0	-1	1	7	-1	-2	-13	-0.4
Cc1noc(C)c1NC(=O)N(C)C[C@H]1OCCCC[C@H](C)Oc2ccc(NC(=O)CCC(F)(F)F)cc2C(=O)N([C@@H](C)CO)C[C@@H]1C	-0.5	-1	0	-3	-4	-1	2	-0.1
O=C(O)c1csc(-c2ccc(Cl)cc2)n1	0.0	-2	1	/	/	3	-6	3.3
CC(Oc1ccc(Cl)cc1Cl)C(=O)NNC(=O)C(=O)N1CCCC1 (configuration not stated)	0.1	-1	-3	-2	1	1	-2	-4.5
O=C(C[C@H]1CC[C@H](NC(=O)c2ccc(F)cc2)[C@H](CO)O1)NCc1ccncn1	-0.8	8	2	0	-4	-7	-1	0.2
O=C(NCC(=O)N1CCN(c2ccccc2O)CC1)c1ccccc1	0.4	3	-3	29	-5	1	-12	0.4
CC(C)(C)NC(=S)NNC(=O)c1ccncc1	0.0	1	3	/	/	-9	-12	/
CCOc1ccc(NS(=O)(=O)c2ccc(C(=O)NCc3ccncc3)cc2)cc1	0.0	-1	0	/	/	2	0	/
CCOC(=O)c1ccccc1N=Cc1c(O)c2ccccc2oc1=O	0.0	-1	-1	-2	-6	1	-5	/

Random excerpt: 2 compounds from above
SMILES	Xi reactivation	S100A4 MyoIIA	ERAP1 HTS inh	esBAF inh	RAD54 branch	ERp5 inh	RAD52 inh	E-sel inducer
COc1cc(OC)cc(C(=O)N[C@H](C(=O)OCn2nnc3ccccc3c2=O)C(C)C)c1	0.0	-1	-4	7	1	2	-32	2.4
Cc1cc(F)cc(-c2cc(C(=O)NCc3cccc(Cl)c3)[nH]n2)c1	0.1	-2	-4	13	-12	1	-5	0.0

(continued)
SMILES	Xi reactivation	S100A4 MyoIIA	ERAP1 HTS inh	esBAF inh	RAD54 branch	ERp5 inh	RAD52 inh	E-sel inducer
C/C=C/c1ccc([C@H]2[C@@H](CO)N(C(C)=O)[C@@H]2CN(CCC)C(=O)C2CCC2)cc1	0.5	2	-6	/	/	1	-20	0.2
Cc1ccccc1NC(=O)CN1C(=O)NC2(CCc3ccccc32)C1=O (configuration not stated)	-0.1	2	-2	-7	-11	4	-16	/
CC(C)NC(=O)N(C)C[C@@H]1Oc2c(NS(=O)(=O)c3ccc(F)cc3)cccc2C(=O)N([C@@H](C)CO)C[C@@H]1C	0.0	-1	0	-6	-8	-6	2	-0.1
Cc1nc(SC(C)C(=O)c2c(N)n(C)c(=O)n(C)c2=O)c2c(C)c(C)sc2n1 (configuration not stated)	-0.1	-8	4	/	/	-2	-13	0.4
COc1ccc(CNC(=S)Nc2ccc3nc(N4CCOCC4)cc(C)c3c2)cc1	0.3	-4	0	10	/	-5	-9	/
COc1ccc(NC(=O)c2nc(S(=O)(=O)Cc3cccc(C)c3)ncc2Cl)c(OC)c1	0.0	0	-1	-1	0	1	-55	-0.1
O=C(OCC(=O)N1CCc2ccccc2C1)c1ccc(OC(F)F)cc1	0.4	1	1	1	4	4	-5	/
Cc1noc(C)c1S(=O)(=O)N(C)C[C@@H]1OCCCC[C@@H](C)Oc2ccc(NC(=O)Nc3ccc(F)cc3)cc2C(=O)N([C@@H](C)CO)C[C@H]1C	-0.2	-4	-3	0	6	-3	10	-0.2
COc1cc(NC(=O)C2CCCCC2)c(OC)cc1NC(=O)CCC(=O)NCc1ccco1	/	-2	5	1	-1	3	-14	/
COc1ccc(CN(C)C[C@H]2Oc3c(NC(=O)c4ccc(-c5nccs5)cc4)cccc3C(=O)N([C@@H](C)CO)C[C@H]2C)cc1	0.2	-5	5	/	/	2	6	/
COc1ccc(CC(=O)Nc2nn(C)c3nc4c(C)cccc4cc23)cc1	0.0	-2	-3	/	8	2	-30	/
Cc1ccc(C2CC(c3cccs3)=NN2C(=O)CSC2=NCCS2)cc1 (configuration not stated)	0.3	-4	-2	/	-1	-2	-6	-4.7
CC1CN(C(=S)Nc2ccccc2)C(C)CN1C=O (configuration not stated)	0.1	-1	1	1	-9	-4	4	-0.2
c1ccc(Cc2nc3ccccc3[nH]2)cc1	2.1	-6	-2	4	2	1	-5	1.7
CCOc1ccccc1N1C(=O)c2cccnc2C1=O	0.0	-3	-3	0	-1	5	-13	-1.4
COc1ccc(C(CNC(=O)c2cccc(S(=O)(=O)Nc3ccccc3OC)c2)N2CCCC2)cc1 (configuration not stated)	0.2	-4	0	/	/	-5	-25	/
Cc1c(C(=O)Nc2ccc3c4c(cccc24)CC3)cccc1[N+](=O)[O-]	0.3	3	1	3	7	-1	-6	1.9
CC(=O)c1ccc(N2CCN(C(=O)C3CCN(S(=O)(=O)c4ccc5c(c4)CC(C)N5C(=O)C4CC4)CC3)CC2)cc1 (configuration not stated)	0.0	4	-2	-1	2	2	-12	/
CCn1ncc(CNC(=O)C2(C)CC2(Cl)Cl)c1C (configuration not stated)	0.2	2	2	3	-18	-1	12	-0.1
Cc1c(C)n(C)c2ccc(C(=O)N3CCN(c4ccccc4)CC3)cc12	-0.1	-13	3	18	-15	-12	-12	0.0
O=C(NC1CCCCC1)N[C@H]1CC[C@H](CCNS(=O)(=O)c2ccc(F)cc2)O[C@@H]1CO	-0.1	-2	0	7	-3	-2	-3	1.1
CCCNC(=O)[C@@H]1[C@@H](CO)[C@@H]2Cn3c(ccc(C4=CCCC4)c3=O)[C@@H]2N1CCC(F)(F)F	0.3	-8	2	2	-23	-1	-34	-0.2
Nc1nonc1C(=O)NCCNC(=O)c1cccc(Cl)c1	0.1	-2	-7	-3	-1	1	6	/
O=C(O)c1cccc(NC(=O)c2ccc(N3C(=O)c4ccc(C(=O)Nc5cccc(C(=O)O)c5)cc4C3=O)cc2)c1	0.1	2	-5	2	-14	3	-15	-0.3
COC(=O)c1ccc(NC(=O)Cn2nnc(-c3cccs3)n2)cc1	0.0	-4	-2	7	5	-3	-5	/

Taken from the entries so far, three compounds:
SMILES	Xi reactivation	S100A4 MyoIIA	ERAP1 HTS inh	esBAF inh	RAD54 branch	ERp5 inh	RAD52 inh	E-sel inducer
Nc1nonc1C(=O)NCCNC(=O)c1cccc(Cl)c1	0.1	-2	-7	-3	-1	1	6	/
O=C(O)c1cccc(NC(=O)c2ccc(N3C(=O)c4ccc(C(=O)Nc5cccc(C(=O)O)c5)cc4C3=O)cc2)c1	0.1	2	-5	2	-14	3	-15	-0.3
COC(=O)c1ccc(NC(=O)Cn2nnc(-c3cccs3)n2)cc1	0.0	-4	-2	7	5	-3	-5	/

Additional entries follow:
SMILES	Xi reactivation	S100A4 MyoIIA	ERAP1 HTS inh	esBAF inh	RAD54 branch	ERp5 inh	RAD52 inh	E-sel inducer
Cc1cc2nc3c(=O)[nH]c(=S)[nH]c3nc2cc1NC(=O)C(F)(F)F	0.4	14	1	5	-133	3	-281	/
C[C@@H]1CN([C@@H](C)CO)C(=O)CCCn2cc(nn2)CO[C@H]1CN(C)S(=O)(=O)c1ccc(F)cc1	-0.4	2	-3	-12	4	-1	2	0.3
C[C@@H]1CN([C@H](C)CO)C(=O)c2cc(N(C)C)ccc2O[C@H]1CN(C)Cc1ccc(C(=O)O)cc1	-0.7	-49	-2	-1	-2	0	-6	267*
CO[C@H]1CN(C)C(=O)c2ccc(NC(=O)c3cccc(F)c3)cc2OC[C@H](C)NC[C@@H]1C	0.5	2	-3	2	-11	-2	-1	0.4
COc1ccc(NC(=O)N2C[C@H](O)COC[C@@H]3O[C@@H](CC(=O)NCc4ccncn4)CC[C@H]32)cc1	0.1	-7	0	-4	3	0	10	0.1
CC(C)(O)[C@H](O)COc1c2ccoc2cc2oc(=O)ccc12	-0.1	2	/	-1	9	1	-18	0.1
Cc1ccccc1NS(=O)(=O)c1ccc(C(=O)N2CCCC(C(F)(F)F)C2)cc1 (configuration not stated)	0.2	0	4	4	1	-5	-3	/
Cc1c(-n2c(=O)n(Cc3ccccc3)c(=O)c3[nH]cnc32)cccc1S(C)=O (configuration not stated)	-0.1	-1	0	-3	-12	1	-4	0.0
CC(=O)c1ccc(N2CCN(C(=O)c3cccs3)C(C)C2)c(F)c1 (configuration not stated)	-0.1	0	-1	0	3	2	-7	/
O=C(C[C@@H]1CC[C@@H]2[C@H](COC[C@@H](O)CN2C(=O)Nc2ccc(Cl)c(Cl)c2)O1)NCc1ccc(Cl)c(Cl)c1	0.3	-1	-1	10	7	-19	3	-0.1
COc1ccccc1NC(=O)COC(=O)Cc1ccc(S(=O)(=O)N2CCCCC2)s1	0.0	-4	-2	/	/	-10	-100	/
O=C(Nc1cccc(O)c1)c1c(O)c2ccccc2[nH]c1=O	0.2	-1	-1	-4	-7	-2	-14	/

Screening results deposited in PubChem by Broad Institute.
